# Screening data as filed in PubChem BioAssay.
# Hck Nef HTS – inhibitors of Nef-activated human Hck kinase, primary screen, biochemical, Z-Lyte FRET, 384-well, Hck-YEEI; Tyrosine-protein kinase HCK (Homo sapiens), P08631; Recombinant Hck-YEEI plus Nef, Z-Lyte FRET kinase assay; inhibition, % at 20 µM; 220,000 compounds, 0.68% hits;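 active = Hck-Nef kinase inhibition above about 50%, limit read from the data; inactive = inhibition below that limit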;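 also: 0% = DMSO with Hck plus Nef and 100% = Hck alone without Nef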
# Target sequence (P08631 whole entry, looked up): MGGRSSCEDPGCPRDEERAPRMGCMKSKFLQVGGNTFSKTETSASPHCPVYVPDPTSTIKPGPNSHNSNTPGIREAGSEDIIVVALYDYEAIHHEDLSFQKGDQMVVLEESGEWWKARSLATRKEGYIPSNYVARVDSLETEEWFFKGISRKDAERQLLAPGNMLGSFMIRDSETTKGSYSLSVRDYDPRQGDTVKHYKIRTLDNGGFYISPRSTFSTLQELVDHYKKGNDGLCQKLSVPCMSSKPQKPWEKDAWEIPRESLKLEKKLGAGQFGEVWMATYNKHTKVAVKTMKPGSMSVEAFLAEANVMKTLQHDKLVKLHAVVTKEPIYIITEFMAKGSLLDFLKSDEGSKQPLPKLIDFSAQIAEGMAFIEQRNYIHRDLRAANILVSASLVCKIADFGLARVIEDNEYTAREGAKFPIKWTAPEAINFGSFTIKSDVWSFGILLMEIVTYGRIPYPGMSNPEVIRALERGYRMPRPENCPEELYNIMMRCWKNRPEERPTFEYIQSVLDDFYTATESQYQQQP
# FXIa inh 1536 – human FXIa protease inhibitors, primary screen, biochemical, 1536-well. Coagulation factor XI (Homo sapiens), P03951. purified FXIa, Boc-Glu-Ala-Arg-AMC fluorogenic substrate. inhibition, % at 5 µM. 220,000 compounds, 0.14% hits;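 active = inhibition of at least 40%; inactive = inhibition below 40%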;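 also: fluorescence of freed AMC excited at 355 nm; 0% = enzyme without compound and 100% = no enzyme blank; many of its hits are not listed in these tables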
# hK5 inh – human KLK5 protease inhibitors, primary screen, biochemical, 1536-well; recombinant hK5, fluorogenic AMC substrate cleavage; Kallikrein-5 (Homo sapiens), Q9Y337; 210,000 compounds, 0.59% hits; AID 873, 2007; inhibition, % at 5 µM;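 active = inhibition of 40% or more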;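 also: 0% = enzyme controls without compound and 100% = no-enzyme blanks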
# TNF death inh – inhibitors of TNF-alpha triggered necroptosis, primary screen, cell-based, Jurkat FADD-/-, single concentration | Jurkat FADD-/- TNF necroptosis rescue, ATP luminescence, 24 h; 0 = TNF only, 100 = no-TNF cells | activation (protection from cell death), % at 10 µM | 220,000 compounds, 0.068% hits;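 active = activation, meaning protection from cell death, of at least 50% relative to plate controls; inactive = activation below 50%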;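 also: necroptosis triggered by 40 ng/mL TNF-alpha added together with compound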
# FXIIa inh – human FXIIa protease inhibitors, primary screen, biochemical, 1536-well. Coagulation factor XII (Homo sapiens), P00748. purified FXIIa, Boc-QGR-AMC fluorogenic substrate, 2 h. inhibition, % at 5 µM. 220,000 compounds, 0.3% hits; in the data active = inhibition above about 40%;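 also: 0% = enzyme with no compound and 100% = blank without enzyme; many of its hits are not listed in these tables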
# L929 necroptosis – inhibitors of zVAD-triggered necroptosis, primary screen, L929 cells; viability rescue, % at 10 µM; 220,000 compounds, 0.38% hits; L929 zVAD necroptosis rescue, ATP luminescence, 24 h; with zVAD 60 µM;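 active = activation, scaled between plate controls, above about 75%, limit read from the data; inactive = activation under that limit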;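 also: 0% = zVAD with DMSO and 100% = DMSO alone without zVAD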
# Rad51 HR inh – human RAD51 strand exchange inhibitors, primary screen, biochemical, fluorescence | DNA repair protein RAD51 homolog 1 (Homo sapiens), Q06609 | hRad51 DNA strand exchange, fluorescence dequenching | inhibition, % at 10 µM | 200,000 compounds, 0.085% hits;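 active = inhibition above 40% at the single screening dose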;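 also: 0% = DMSO control wells and 100% = blanks with heterologous ssDNA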
# Target sequence (Q06609 whole entry, looked up): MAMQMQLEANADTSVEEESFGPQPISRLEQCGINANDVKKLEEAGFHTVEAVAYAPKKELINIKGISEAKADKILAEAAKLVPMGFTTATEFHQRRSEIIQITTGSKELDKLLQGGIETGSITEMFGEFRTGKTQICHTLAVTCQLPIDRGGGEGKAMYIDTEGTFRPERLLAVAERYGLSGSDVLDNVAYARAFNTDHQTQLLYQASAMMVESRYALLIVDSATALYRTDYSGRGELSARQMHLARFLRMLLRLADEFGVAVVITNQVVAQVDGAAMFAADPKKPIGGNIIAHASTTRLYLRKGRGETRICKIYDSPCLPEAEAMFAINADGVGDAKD
#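 Test system: preformed human Rad51 ssDNA filaments. Compound dosing: single dose, 10 µM final compound. Incubation: filaments 15 min 37 °C, then compound 30 min. Technique: FRET fluorescence dequenching, excitation 485 nm, emission 520 nm. Read-out basis: percent inhibition from fluorescence, normalised to plate control and blank means. Benchmarks: plate controls and plate blanks.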
# thrombin 1536 – human alpha-thrombin inhibitors, primary screen, counter-screen for coagulation protease inhibitor project, biochemical, 1536-well, fluorogenic AMC substrate | 220,000 compounds, 0.26% hits | inhibition, % at 5 µM | AID 1046, 2008 | Prothrombin (Homo sapiens), P00734 | Boc-VPR-AMC fluorogenic substrate cleavage;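 active = inhibition at or above 40%; inactive = inhibition below 40%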;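 also: 0% = enzyme with no compound and 100% = wells without enzyme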
#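 System: human alpha-thrombin protein; Compound dosing: one concentration per compound, 5 µM, with 0.2% DMSO; Timing: reaction at room temperature; Technique: AMC fluorescence, 355/460 nm; Controls: enzyme without compound as high, wells lacking enzyme as low.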
# Cl transport mod – KCC2 cotransporter modulators, thallium flux, primary screen, cell-based, HEK293 KCC2, FluoZin-2 fluorescence, MLSMR; Solute carrier family 12 member 5 (Homo sapiens), Q9H2X9; KCC2 cells, thallium flux FluoZin-2 fluorescence; B-score of Tl+ flux slope (higher = more flux/activation; lower = inhibition) at 10 µM; 190,000 compounds, 2.2% hits;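 active = thallium flux slope and its plate-corrected score both differing from the plate sample mean at a set confidence after two filtering rounds, in either direction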;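 also: slope of fluorescence scaled to starting intensity during 10 to 20 s after thallium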
# * hit, by the source's call; x = no result given. Only part of the results is shown, so the mix of outcomes need not match the whole.
SMILES	L929 necroptosis	thrombin 1536	Cl transport mod	TNF death inh	Hck Nef HTS	Rad51 HR inh	hK5 inh	FXIa inh 1536	FXIIa inh
COC(=O)c1ccc(NC(=O)C2CCCCC2C(=O)O)cc1 (stereo not drawn)	0.0	-7	x	-1.9	1	-5	3	-5	7
c1ccc(-c2csc(Nc3ccc4c(c3)OCCO4)n2)cc1	-0.6	-1	-0.42	-0.9	1	-3	-3	2	13
CCNC(=O)CP(=O)(c1ccccc1)c1ccccc1	0.5	1	0.59	1.9	0	-6	5	-1	3
CCOc1ccc(-n2c([S-])c(C(=O)Nc3ccc(S(=O)(=O)N4CCOCC4)cc3)[n+]3cc(C(N)=O)ccc23)cc1	0.8	3	x	-11	32	-5	3	5	9
CC1SC(c2ccccc2)N(CC(O)c2ccc([N+](=O)[O-])cc2)C1=O (stereo not drawn)	-0.1	-6	1.7	0.3	26	12	4	-2	13
Cc1cccc(-c2cc3nc(-c4ccccc4)cc(N4CCC5(CC4)OCCO5)n3n2)c1	-0.7	-7	-0.48	-0.9	6	-15	-17	0	0
O=C(ON=C1CCN(S(=O)(=O)c2ccccc2)CC1)c1ccccc1	-0.1	2	x	-2.4	1	-1	4	1	-5
Cc1ccc(N=Nc2c(C)[nH][nH]c2=O)c(C)c1	6.6	5	-0.51	-11	8	2	-4	10	18
CCC(c1nnnn1Cc1ccco1)N(Cc1cc2cc(C)cc(C)c2[nH]c1=O)CC1CCCO1 (stereo not drawn)	-0.1	-4	-0.36	-1.4	3	1	-1	-4	6
C/C(=N\NC(=O)c1ccc(N2CCCC2=O)cc1)c1ccncc1	-0.1	-2	-0.45	0.9	13	0	2	0	5
CC(C)CCNC(=O)NC(=O)CSc1nnc(COc2ccccc2Cl)o1	1.8	-9	-1.9	-1.5	1	-1	-2	-2	-8
CCC(c1nnnn1Cc1ccccc1)N1CCN(c2ccc(OC)cc2)CC1 (stereo not drawn)	0.4	-8	-2.9	0.5	23	3	-3	-4	5
O=C(N/N=C/c1ccc(OCC2COCCO2)cc1)c1ccc(Br)cc1 (stereo not drawn)	6.2	-5	-1.9	0.7	21	-30	-2	1	13
CCc1cccc2c(C#N)cn(CCOc3ccccc3OC)c12	0.0	1	-1.2	-4.8	2	3	-10	5	14
O=C(NCCN1C(=O)C2C3C=CC(C3)C2C1=O)Nc1ccc(Br)cc1 (stereo not drawn)	76*	2	x	1.4	0	-2	-2	0	5
CCCOc1ccc(C2C(C(=O)/C=C/c3ccco3)=C(O)C(=O)N2CCN2CCOCC2)cc1OC (stereo not drawn)	1.7	1	-0.047	0.3	13	-8	-14	-1	-1
CCOc1cc(CNn2nnnc2N)ccc1OCC(=O)NC(C)(C)C	-0.1	-1	0.027	-1.2	9	-2	-10	2	9
CN(C(=O)c1ccc(OC2CCN(CCc3ccccc3)CC2)cc1)C1CCOC1 (stereo not drawn)	1.4	-7	0.54	1.4	21	-2	2	-3	9
O=C1c2ccccc2C(=O)N1c1nc(-c2cccs2)cs1	1.6	-7	0.49	-1.3	21	x	-26	-1	12
Cc1ccc2oc(C(F)(F)C(F)F)cc(=O)c2c1	0.6	0	-0.014	-1.7	16	0	-1	-1	9

# Complete entries as entered above. Order of values: L929 necroptosis	thrombin 1536	Cl transport mod	TNF death inh	Hck Nef HTS	Rad51 HR inh	hK5 inh	FXIa inh 1536	FXIIa inh
# Cc1ccc(N=Nc2c(C)[nH][nH]c2=O)c(C)c1 reads 6.6	5	-0.51	-11	8	2	-4	10	18
# O=C(N/N=C/c1ccc(OCC2COCCO2)cc1)c1ccc(Br)cc1 (stereo not drawn) reads 6.2	-5	-1.9	0.7	21	-30	-2	1	13

# (listing goes on)
SMILES	L929 necroptosis	thrombin 1536	Cl transport mod	TNF death inh	Hck Nef HTS	Rad51 HR inh	hK5 inh	FXIa inh 1536	FXIIa inh
Cc1ccc(C(c2sc3nc(C)nn3c2O)N2CC(C)OC(C)C2)cc1 (stereo not drawn)	-0.1	-1	2.2	-1.1	10	6	3	3	14
BrC(=C\c1ccccc1)/C=N/n1cnnc1	56	-9	0.16	2.1	27	-1	8	3	10
CCOC(=O)c1c(N)nn(C(=O)c2ccccc2)c1-c1ccccc1	6.7	1	-0.26	0.9	18	-11	7	-3	8
CC(=O)Nc1cc2c(cc1NC(=O)Cn1nnc(-c3ccc(C)o3)n1)OCCO2	2.5	-9	0.13	0.3	22	-9	-3	-3	4
CCOC(=O)c1[nH]c(=O)[nH]c1CSc1nc(C)cc(C)n1	0.9	10	x	-0.9	3	-5	6	19	22
CCOC(=O)C1(CCOc2ccccc2)CCN(Cc2cccn2-c2cccnc2)CC1	0.1	2	-0.08	-1.9	2	4	x	3	7
CCOc1ccccc1NC(=O)NC1(C(=O)N2CCN3CCCC3C2)CCCCC1 (stereo not drawn)	0.7	2	0.9	0.9	0	0	-26	3	17
COc1ccc(O)c(C(=O)c2cc(C#N)c(=O)n(-c3c(C)n(C)n(-c4ccccc4)c3=O)c2)c1	0.2	0	1.3	-5.2	0	-27	-8	-1	10
Cc1cc(OCC(=O)Nc2ccc(F)c(F)c2)nc(C(C)C)n1	-0.1	-11	0.079	1.5	8	-4	-19	-6	3
C=C(C)C1CC=C(C)/C(=N/NC(=O)COc2cccc(C)c2)C1 (stereo not drawn)	0.3	4	1.5	-0.4	8	-1	-6	8	12
COc1cc(C(=S)N2CCCC2)cc(OC)c1OS(=O)(=O)c1ccc(NC(C)=O)cc1	-0.4	-3	-0.00028	2.2	13	8	-12	6	19
CCc1ccc(S(=O)(=O)c2ccc(-n3nc(C)cc3N)cc2)cc1	0.7	x	-0.77	-3.1	27	2	6	12	6
S=c1[nH]nc(Cc2cccc3ccccc23)o1	-0.2	0	-8*	0.0	1	6	-6	23	20
OCCC1CN(Cc2cc3c(cc2Cl)OCO3)CCN1C1CCCCC1 (stereo not drawn)	-1.3	1	-4	0.6	-11	0	x	13	14
O=c1ccc(-c2nc3ccccc3n2Cc2ccccc2Cl)c[nH]1	-0.4	-4	0.67	-2.7	5	x	x	-2	14
O=S(=O)(NCCN1CCCC1)c1cccc2cccnc12	-0.4	-10	-0.19	1.3	10	-2	-26	-4	4
CCSc1ncc(/C=N/Nc2ccc([N+](=O)[O-])cc2)n1C	0.8	1	1.1	1.0	0	-35	-19	7	15
Cc1ccccc1N1C(=O)C(Cc2ccc(F)cc2)S/C1=C(\C#N)C(N)=O (stereo not drawn)	0.5	0	0.12	4.7	3	3	-6	-5	4
NC(=O)c1nn(-c2ccccc2)nc1N	0.7	-4	0.067	-4.2	8	-8	-18	-6	4
O=C(Nc1ccccc1)C1=C(c2ccccc2)S(=O)(=O)CCS1(=O)=O	70	8	-0.71	-15	18	42*	-1	0	11
CC(C)C(=O)Nc1cccc(NC(=S)NC(=O)C(c2ccccc2)c2ccccc2)c1	0.8	0	0.59	-10	1	6	-13	2	14
O=C1C2C3C=CC(C3)C2C(=O)N1c1ccc(S(=O)(=O)Nc2nccs2)cc1 (stereo not drawn)	-0.2	-9	0.59	2.6	20	x	1	1	2
Cc1ccsc1C(=O)OCC(=O)N1CCOCC1	1.5	-8	1.4	2.3	-2	-1	3	0	0
COc1ccccc1N1CCN(S(=O)(=O)c2ccc(F)cc2)CC1	0.2	2	-0.17	-3.6	-1	5	-14	20	23
O=[N+]([O-])c1ccccc1-c1ccc(C(=S)N2CCCCC2)o1	-0.8	3	-0.049	-16	-34	7	4	-1	12
O=C(Nc1nc2ccccc2[nH]1)C12CC3CC(CC(C3)C1)C2	-1.7	0	0.043	3.7	-1	7	0	-13	13
CCCCCc1cc(=O)oc2c(C(CCN3CCCC3)c3ccc(N(C)C)cc3)c(OC)cc(OC)c12 (stereo not drawn)	0.6	-4	0.85	-26	28	15	1	-2	5
O=C(Nc1ccc(C(=O)O)cc1)/C(=C\c1ccc([N+](=O)[O-])cc1)NC(=O)c1ccc(Br)cc1	1.6	-2	-0.14	1.4	17	-3	4	-1	7
O=C(Nc1ccc(C(=O)O)cc1)/C(=C\c1ccc2c(c1)OCO2)NC(=O)c1ccc(Br)cc1	-0.9	-1	-0.0016	1.0	31	-4	16	17	8
O=S(=O)(c1ccccc1)c1nc(NCc2ccccc2)sc1Cl	x	5	-1.1	0.4	-10	x	-3	2	12
CCOCc1cc(=O)[nH]c(SC)n1	-0.2	-2	1.5	7.4	16	-1	-1	-2	6
C/C(=N\NC(=O)c1cc2ccccc2cc1O)c1ccc2c(c1)OCO2	0.8	-3	1.4	-6.1	-2	x	-54	6	24
CCOC(=O)C1CCN(c2ncnc3c(C)csc23)CC1	0.8	-9	-1.3	-2.2	10	x	2	-2	9
COc1cccc2cc(C(=O)NCc3ccco3)c(=O)oc12	0.5	29	0.13	0.8	-2	32	29	7	35
CCOC(=O)c1[nH]c(C)c(C(=O)Nc2ccc(C)c(C)c2)c1C	14	6	0.72	-5.1	0	3	-4	5	16
CC1CN(C(=O)C(C)Sc2nnnn2C)CC(C)O1 (stereo not drawn)	0.4	-22	1.1	0.6	16	-6	-2	2	9
Cc1c(Nc2ccc3nonc3c2[N+](=O)[O-])c(=O)n(-c2ccccc2)n1C	2.0	-5	-0.79	1.6	22	-3	-1	1	11
O=C(Cn1nc(-c2ccc(F)cc2)ccc1=O)Nc1ccc(C(=O)NC2CC2)cc1	0.8	-5	-0.7	1.3	11	4	-10	-7	-9
CC(C)(C)c1ccc(OC2=CS(=O)(=O)c3ccccc32)cc1	0.4	4	0.028	5.5	3	3	-15	-3	6
COc1ccc(CCN=C(N)NS(=O)(=O)c2ccc(C)cc2)cc1OC	2.5	-5	-0.25	0.9	17	1	-2	-5	5
CCC(=O)Oc1ccc2c(c1)OC1(OC(C)=O)OC(C)CC1=C2C (stereo not drawn)	0.4	3	0.3	1.1	157*	8	-6	-7	6
CCc1ccccc1NC(=O)C(C)n1nc([N+](=O)[O-])c(Br)c1C (stereo not drawn)	-0.7	-4	x	-2.8	0	-2	-11	-18	-1
CSc1nnc(-c2cnccn2)n1C	-0.4	-4	2.1	-1.2	0	0	13	3	12
COc1ccc(CCNC(=O)CCn2c(=O)oc3ccccc32)cc1	6.5	-1	0.11	3.4	-1	-13	-1	8	14
